# Vif-APOBEC3G blk – blocks the Vif interaction with human APOBEC3G; Q9HC16; HeLa A3G-eYFP + Vif (tagged APOBEC3G with the HIV-1 protein that degrades it), YFP fluorescence, overnight; Potency, µM (top dose mostly 46.1 µM), inactives show at the highest dose activity, negative = active, usual class: inhibitors; 0.076% of 410,000 active;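 further: on the % scale 0 is the no-effect control and ±100 the full control effect; nearly all actives have a fitted effect of over 60% in size; hits raise eYFP signal because A3G escapes Vif-driven loss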
#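 Read-out is eYFP fluorescence (Ex 488/Em 500-530) from Vif-expressing HeLa A3G-eYFP cells; more signal means A3G escaped Vif-mediated degradation. Cells plated overnight, compound pinned in, incubated overnight at 37 deg C.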
# Vif-APOBEC3F blk – inhibitors of Vif-A3F interaction; HeLa A3F-eYFP + Vif (tagged APOBEC3F with the HIV-1 protein that degrades it), YFP fluorescence increase; Potency, µM (series often up to 46.1 µM), inactives show at the top dose activity, negative = active; 0.2% of 390,000 active; further: % of control where 0% means no effect; nearly all actives have a fitted effect of over 65% in size
#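 Fluorescence increase (Ex 488/Em 500-530) after overnight compound treatment at 37 deg C flags inhibition of Vif-driven A3F-eYFP loss in stable HeLa A3F-eYFP/Vif cells seeded overnight beforehand.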
# IDH1 R132H inh – blocks human mutant IDH1 R132H enzyme | O75874 | IDH1-R132H enzyme, NADPH consumption, diaphorase/resazurin fluorescence | Potency, µM (doses to about 76.6 µM), without a hit: at the highest dose activity change, negative = inhibition, hits mostly inhibitors | 0.093% of 390,000 active | AID 602179; further: on the % scale 0 is the no-effect control and ±100 the full control effect; nearly all actives have a fitted effect of over 65% in size
# Target sequence (O75874 whole entry R132H, stated change not applied): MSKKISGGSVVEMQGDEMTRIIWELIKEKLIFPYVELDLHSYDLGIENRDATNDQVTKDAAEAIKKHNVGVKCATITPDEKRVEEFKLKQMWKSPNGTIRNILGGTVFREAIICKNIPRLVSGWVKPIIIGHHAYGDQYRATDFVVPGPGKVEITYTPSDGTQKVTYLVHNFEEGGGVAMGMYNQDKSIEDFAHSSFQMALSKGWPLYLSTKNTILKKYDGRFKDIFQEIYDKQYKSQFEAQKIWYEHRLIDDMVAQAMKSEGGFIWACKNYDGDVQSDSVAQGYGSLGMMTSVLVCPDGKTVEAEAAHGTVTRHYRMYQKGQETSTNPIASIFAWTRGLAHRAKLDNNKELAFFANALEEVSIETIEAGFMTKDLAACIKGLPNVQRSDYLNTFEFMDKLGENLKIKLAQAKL
#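 IDH1-R132H (0.5 ug/mL dispensed) in pH 7.5 Tris buffer was preincubated 30 min with compound, then given a substrate mix of 0.016 mM NADPH and 2 mM alpha-KG for 80 min at room temperature; remaining NADPH was read by diaphorase/resazurin fluorescence.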
# ALOX12 inh – ALOX12 (human) lipoxygenase inhibition; purified 12hLO, xylenol orange hydroperoxide absorbance; Potency, µM (titrated, usually from 108 µM), for the others: at the highest dose activity change, negative = inhibition, most hits filed as inhibitors; 1.1% of 580,000 active; AID 1671190; further: on the % scale 0 is the no-effect control and ±100 the full control effect
#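 Purified human 12hLO at 150 nM in 25 mM Hepes, 0.01% Triton X-100, pH 7.0, preincubated 15 min at room temperature with compound. Reaction started with 40 uM arachidonic acid, 30 min at room temperature. Hydroperoxide measured by Fe-xylenol orange, 573/405 nm absorbance ratio.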
# USP1-UAF1 inh – inhibitors of human USP1/UAF1 deubiquitinase; O94782; recombinant USP1/UAF1, Ub-Rhodamine cleavage fluorescence; Potency, µM (doses to about 57.1 µM), without a hit: top-dose activity change, negative = inhibition, hits mostly inhibitors; 0.23% of 390,000 active; AID 743255; further: on the % scale 0 is the no-effect control and ±100 the full control effect; nearly all actives have a fitted effect of over 60% in size; inactives centre near -12
#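 USP1/UAF1 complex (1 nM) preincubated 15 min at room temperature with compound, then Ub-Rho substrate (150 nM final) added. Kinetic fluorescence at 480/540 nm over 6 reads at 60 s intervals; 50 mM HEPES pH 7.8, 0.5 mM EDTA, 0.1 mg/ml BSA, 1 mM TCEP, 0.01% Tween-20.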
# RGS4 inhibitor – inhibitors of human regulator of G protein signaling 4; P49798; Transcreener GDP fluorescence polarization, RGS4-accelerated GTP hydrolysis; Potency, µM (doses to about 114 µM), for inactives: top-dose activity change, negative = inhibition, hits mostly inhibitors; 0.039% of 390,000 active; AID 504845; further: on the % scale 0 is the no-effect control and ±100 the full control effect; nearly all actives have a fitted effect of over 75% in size; some results filed as inactive show a strong effect at the top dose
#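 MLSMR compounds (23 nl, pin-transferred) preincubated 10 min at room temperature with a 500nM (2x) first reagent, then RGS4 at 900nM (2x) plus Transcreener GDP mix added; fluorescence polarization (620/688 nm) read before and after 90 min at 30 °C.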
# RXFP1 ag – activates the human relaxin receptor RXFP1; HEK293T-RXFP1 cAMP TR-FRET, 30 min; response scale: percent of porcine relaxin response, buffer zero; Q9HBX9; Potency, µM (top dose mostly 57.5 µM), inactives show at the highest dose activation, most hits filed as activators; 0.3% of 370,000 active; further: on the % scale 0 is the no-effect control and ±100 the full control effect; nearly all actives have a fitted effect of over 60% in size; many of its hits are not listed in these tables
#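 HEK293 cells stably expressing RXFP1, treated 30 min at 37C with compounds plus PDE4 inhibitor Ro 20174; cAMP measured by HTRF TR-FRET. Normalized to buffer and 29 nM porcine relaxin; EC50 by Hill fit.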
# TrxR1 substrate – is turned over as a substrate by rat TrxR1; purified TrxR1 substrate turnover, NADPH consumption readout; Potency, µM (highest dose often 114 µM), for the others: at the highest dose activity change, negative = substrate turnover; 0.01% of 390,000 active; further: on the % scale 0 is the no-effect control and ±100 the full control effect; nearly all actives have a fitted effect of over 50% in size
# Target sequence (O89049 whole entry, looked up): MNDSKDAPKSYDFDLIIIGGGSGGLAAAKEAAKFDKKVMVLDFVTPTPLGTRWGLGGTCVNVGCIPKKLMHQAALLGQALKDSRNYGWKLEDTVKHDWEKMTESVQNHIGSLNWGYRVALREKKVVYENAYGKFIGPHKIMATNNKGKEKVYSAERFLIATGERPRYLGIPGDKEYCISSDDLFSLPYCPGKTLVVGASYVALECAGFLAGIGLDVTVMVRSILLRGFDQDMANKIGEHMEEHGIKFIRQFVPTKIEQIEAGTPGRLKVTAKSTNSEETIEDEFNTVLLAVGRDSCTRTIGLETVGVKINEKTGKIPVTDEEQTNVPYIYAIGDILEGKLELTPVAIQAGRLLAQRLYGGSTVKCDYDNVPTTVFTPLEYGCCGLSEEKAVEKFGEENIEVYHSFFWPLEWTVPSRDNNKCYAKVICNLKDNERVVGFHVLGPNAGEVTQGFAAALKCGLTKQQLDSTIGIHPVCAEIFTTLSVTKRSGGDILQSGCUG
#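 Rat TrxR1, dispensed at 90 nM, was prereduced with 400 uM NADPH (final) for 5 min at ~22 deg C, then incubated with compound 15 min before 400 uM selenite. A first-read NADPH fluorescence drop versus no-compound background flagged substrates.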
# rTrxR1 inhibitor – blocks rat thioredoxin reductase 1. recombinant rTrxR1, NADPH fluorescence consumption, selenite substrate. Potency, µM (highest dose often 114 µM), for the others: at the highest dose activity change, negative = inhibition, actives largely listed as inhibitors. 1% of 390,000 active. AID 588453; further: on the % scale 0 is the no-effect control and ±100 the full control effect; nearly all actives have a fitted effect of over 65% in size
#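 Rat TrxR1 (90 nM in the dispensed reagent) was pre-reduced with 400 uM NADPH for 5 min at room temperature, then incubated with compound for 15 min. After 400 uM selenite was added, NADPH fluorescence (Ex 340/Em 450 nm) was followed for 8 min.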
# * marks the source's active call; other numbers are inactive results; ? = inconclusive; · = not tested or not shown; & = joins results of further samples; [ ] = dose if it differs, or a comment. The call rests on the fitted dose curve; in most records, active means well fitted curve in the direction sought with a large enough effect; inconclusive means small, poorly fitted or top-dose-only effect, or another doubt; inactive means no such curve, though single readings can be large; an effect the other way counts as inactive or inconclusive. Potency means the concentration at half of the fitted maximal effect.
SMILES,Vif-APOBEC3G blk,Vif-APOBEC3F blk,IDH1 R132H inh,ALOX12 inh,USP1-UAF1 inh,RGS4 inhibitor,RXFP1 ag,TrxR1 substrate,rTrxR1 inhibitor
COc1ccc(NC(=O)CCS(=O)(=O)c2ccccc2Cl)cc1S(=O)(=O)Nc1ccc(Cl)cc1,-22%,-6%,-1%,31%[activator],-16%,5%,3.3%,-10%,17%
CC(=O)Nc1ccc2nc(-c3cccn3C)[nH]c2c1,2%,5%,0%,-6%,-7%,0%,-0.5%,-6%,-2%
CCCC(=O)Nc1ncnc2c1ncn2[C@@H]1O[C@@H]2OP(=O)(O)OC[C@H]2[C@H]1OC(=O)CCC,3%,-2%,11%,0%,-29%,-7%,0.63µM*,7%,20%
CCCCCn1c(CN2CCN(Cc3ccccc3)CC2)nc2c1c(=O)[nH]c(=O)n2C,-1%,1%,1%,0%,-14%,-24%,-0.3%,9%[57.1 µM],4%[57.1 µM]
COC(=O)CNC(=O)COC(=O)/C=C/c1ccc2ccccc2n1,-4%,-12%,7%,?,-15%,-10%,0.0%,9%,8%[57.1 µM]
Cc1cc(C)n2nc(CC(=O)NNC(=O)c3ccc(N(C)C)cc3)nc2n1,1%,-14%,-6%,11%,-5%,0%[11.4 µM],-2.7%,-5%,11%
COc1cc2sc(-c3ccc(S(C)(=O)=O)cc3)c(C(=O)NCc3ccc(C)o3)c2cc1OC,-5%,-4%,-15%,-22%,-7%,?,·,23%,?
COc1ccc(Br)cc1/C=N/NC(=O)c1ccc(COc2ccc3c(c2)CCC3)o1,0%,-7%,10%,30%[activator],-17%,-25%[11.4 µM],1.0%,28%,2%[57.1 µM]
CCNc1nc(NCC)nc(SCCOC(=O)Nc2ccccc2)n1,2%,3%,6%,0%,-16%,-4%,1.1%,-8%,18%[57.1 µM]
COc1ccc(CCNC(=O)CS(=O)(=O)Cc2nc(-c3ccc(C)cc3)oc2C)cc1OC,1%,-15%,7%,1%&2%,-3%,-2%,-0.2%,-1%,-5%
COc1cccc2cc(C(=O)N3CCN(C(=O)c4ccccc4)CC3)c(=O)oc12,1%,-9%,0%,3%,-2%,28%,-0.3%,6%[57.1 µM],?
COc1ccccc1CNC(=O)CN(C)CC(=O)Nc1ccccc1Br,-1%,6%,9%,3%,-16%,9%,·,-8%,-5%
O=c1c(-c2ccc([N+](=O)[O-])cc2)coc2c(O)c(O)ccc12,-13%,-21%,-1%,6.3µM*,-10%,-30%,6.4%,-16%,-24%
O=C(O)c1ccc(Nc2nc(-c3cc4ccccc4oc3=O)cs2)cc1O,-8%,-1%,2%,40µM*,-26%,?,6.7%,4%[57.1 µM],4%[57.1 µM]
CC1(C)N=C(c2ccccc2)C(=O)N1,-1%,·,0%,-6%,-3%,-17%,-0.1%,-4%,-14%
CCN1CC(CN(C)Cc2nc(Cc3ccccc3)no2)CC1=O (stereo not given),-3%,3%,-3%,-4%,-22%,1%,4.6%,0%,2%
Cc1ccc(C2=NN(C(=O)c3ccco3)C(O)(C(F)(F)F)C2)cc1 (stereo not given),1%,0%,-9%,?,1%,-4%,2.9%,-13%,-11%
COc1cc(-c2nnc(-c3ccco3)o2)ccc1OCc1ccccc1,4%,-20%,6%,-10%,-14%,15%,3.6%,90%[activator][57.1 µM],-24%[57.1 µM]
COc1ccc(-c2cc(C(=O)N3CCc4ccccc4C3)no2)cc1OC,0%,-13%,4%,8%,-20%,-7%,0.0%,8%[57.1 µM],-16%[57.1 µM]
COc1ccc(-c2nc(CS(=O)CC(=O)NCCCN3CCCC(C)C3)c(C)o2)cc1OC (stereo not given),3%,0%,12%,-10%,-22%,?,2.4%,9%,-13%
Cc1cc(=O)[nH]c(SCC(=O)Nc2nnc(SCc3ccccc3)s2)n1,0%,-5%,3%,-16%,-16%,?,-3.2%,3%[57.1 µM],23%[57.1 µM]
CC1CCCC(NC(=O)C2CCC(CNc3c(N4CCCCC4)c(=O)c3=O)CC2)C1C (stereo not given),-6%,6%,-9%,7%,-3%,9%,2.1%,-9%,-12%
CCCCS(=O)(=O)N1CCCC(C(=O)Nc2ccc3c(c2)CCC3)C1 (stereo not given),-7%,5%,2%,228%[activator],-15%,-6%,-1.7%,-1%,-2%
Brc1cccc(-c2nnc(SCc3nc4ccccc4[nH]3)o2)c1,-3%,-21%,14%,-4%,-16%,35%,3.2%,0%,-5%
C[C@H]1CN([C@@H](C)CO)S(=O)(=O)c2ccc(Br)cc2O[C@@H]1CN(C)C(=O)Nc1ccc2c(c1)OCO2,-6%,0%,-6%,-10%,?,·,·,·,·
CCOC(=O)c1cnc(SCc2nc(N)nc(Nc3ccc(OC)cc3)n2)nc1N,-9%,-2%,-4%,0%,-13%,21%,3.4%,-6%,-4%
Cc1ccc(C(=O)CCC(=O)NN2C(=O)NC3(CCCCC3)C2=O)cc1,2%,-6%,3%,?,-13%,-12%,0.8%,19%[57.1 µM],9%
O=C(CN1CCCC1c1cccs1)N1CCN(S(=O)(=O)c2ccccc2)CC1 (stereo not given),0%,5%,0%,12%,1%,4%,1.1%,-2%,-8%
CC(C)CNC(=O)CN(c1cccc(Cl)c1)S(C)(=O)=O,1%,-8%,10%,-8%,-25%,-34%,-0.5%,2%[57.1 µM],12%[57.1 µM]
Cc1[nH]c(=O)[nH]c(=O)c1CSCC(=O)OCC(=O)Nc1ccccn1,1%,3%,4%,1%,-17%,0%,0.0%,8%,9%
O=C(N/N=C/c1c(O)ccc2ccccc12)C(=O)N1CCCC1,-9%,-9%,14%,2%,-17%,·,·,·,·
OC1(c2cccs2)CN(c2ccccc2)C2=[N+]1CCCC2 (stereo not given),-1%,-4%,1%,5%,-11%,18%,3.4%,-5%[57.1 µM],-21%[57.1 µM]
COCCN(CCOC)C(=O)COC(=O)c1cc([N+](=O)[O-])ccc1Cl,-4%,4%,-6%,-18%,-21%,-3%[56.9 µM],-0.4%,3%,10%
Cc1ccc(CNc2ccc3c(c2)nc(C)n3C)cc1,0%,12%,-13%,-15%,-11%,-40%,-1.5%,5%,18%
C#CCOCCOCCOCCNc1nc(N2CCN(C(=O)[C@H]([C@@H](C)CC)n3cc(CCCN=C(N)N)nn3)CC2)nc(N2CCN(C(=O)[C@H](CCCCN)n3cc(CC(C)O)nn3)CC2)n1 (stereo not given in full),1%,0%,-8%,-29%,-21%,36%,-1.0%,2%,12%
COc1ccc(C(=O)Nc2ccccc2C(=O)N2CCCCCC2)cc1OC,0%,4%,4%,-1%,-20%,3%,1.2%,-6%,-2%
COc1cccc(NC(=O)Nc2cc(C(=O)NCC3CCCO3)ccc2N2CC3CC(C2)c2cccc(=O)n2C3)c1 (stereo not given),-2%,2%,-4%,4%,-16%,-50%,2.5%,-12%,-15%
C[C@@H](NC(=O)c1ncn(Cc2ccccc2)c1C(=O)N[C@H](C)c1ccccc1)c1ccccc1,-2%,-14%,21%,-2%,-21%,-3%,-0.1%,0%,18%
COc1cc(OC)cc(OC(=O)C2CCN(C3=NS(=O)(=O)c4ccccc43)CC2)c1,0%,7%,4%,-9%,-24%,-21%,-0.9%,3%,23%
O=C(CSCc1ccc(Cl)cc1)NCc1ccc2c(c1)OCO2,7%,-1%,4%,-17%,-15%,7%[11.4 µM],0.2%,-4%,-6%
Cc1ccc(C(=O)COC(=O)c2cccc(O)c2)s1,-5%,-9%,10%,-24%,-2%,16%,-0.3%,-6%,-9%
Cc1cccc(N2CCN(S(=O)(=O)c3cnc[nH]3)CC2)c1C,-2%,-1%,12%,-5%[57.4 µM],4%,0%,0.2%,-1%,23%
CCOc1ccc(NC(=O)C2CCN(S(=O)(=O)c3c(C)noc3/C=C/c3cccs3)CC2)cc1,3%,-11%,1%,0%,13%,23%,-1.5%,-7%,8%
CC(C)CCNC(=O)[C@@H](NC(=O)c1c(F)cccc1F)C(C)C,0%,-3%,0%,-10%,-1%,-16%,1.6%,8%[0.457 µM],21%
CCN1C(=O)C(CC(=O)Nc2ccc(OC)cc2)N(Cc2ccco2)C1=S (stereo not given),-1%,0%,6%,-23%,-8%,-7%,0.1%,-11%,-14%
CC(=O)OCC1(C)CN(c2ccccc2)N(C(=O)c2ccc(C(C)(C)C)cc2)C1=O (stereo not given),-4%,1%,19%,-18%,-16%,-25%,0.5%,-1%,4%
Cc1cc(-c2nnc(CCC(=O)NCc3cccc(C(F)(F)F)c3)o2)no1,-1%,-14%,-15%,0%,-10%,13%,0.9%,0%,24%

# Entries listed above printed as active in ALOX12 inh.
smiles	Vif-APOBEC3G blk	IDH1 R132H inh	ALOX12 inh	USP1-UAF1 inh	RGS4 inhibitor	TrxR1 substrate	rTrxR1 inhibitor
O=c1c(-c2ccc([N+](=O)[O-])cc2)coc2c(O)c(O)ccc12	-13%	-1%	6.3µM*	-10%	-30%	-16%	-24%
O=C(O)c1ccc(Nc2nc(-c3cc4ccccc4oc3=O)cs2)cc1O	-8%	2%	40µM*	-26%	?	4%[57.1 µM]	4%[57.1 µM]

# Assay outcomes: PubChem BioAssay, National Center for Advancing Translational Sciences (NCATS)

# The list is partial, so the mix of outcomes need not match the whole.
